HTT cytoprotect = cytoprotection in Huntington HTT-Q103 PC12 cell model | AID 1471 | 0.14% of 230,000 active | Potency, µM (top dose mostly 56.4 µM), inactives show cytoprotection (ATP increase), usual class: activators | PC12 HTT-Q103 induced, cytoprotection, ATP luminescence, 40 h;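 note: % of control where 0% means no effect; nearly all actives have a fitted effect of over 45% in size; toxic huntingtin expression switched on by the ecdysone agonist tebufenozide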
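Stable PC12 Q103-GFP cells in serum-supplemented, phenol red-free DMEM; induction by tebufenozide at 100 nM final; compound dose series; cell viability quantified luminescently from ATP.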
aGlu spleen mod = inhibitors or activators of human alpha-glucosidase in spleen homogenate | P10253 | human spleen homogenate, 4-MU-alpha-glucoside fluorescence | Potency, µM (titrated, usually from 79.9 µM), for inactives: at the highest dose activity change, negative = inhibition, hits mostly inhibitors | 0.006% of 240,000 active;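 note: 0% = enzyme with vehicle and -100% = no enzyme basal signal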
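AC50 values come from Hill-equation fits of concentration-response data, normalized to no-enzyme and full-activity controls. Enzyme source: 1 ug human spleen homogenate; 1 mM fluorogenic 4-MU glucoside, pH 5.0 citrate buffer, 37 C, 40 min.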
HttQ103 aggreg = mutant huntingtin aggregation inhibition. 1.1% of 220,000 active. PC12 HttQ103-GFP aggregates, Acumen cytometry, 40 h. Potency, µM (series often up to 46.1 µM), for the others: at the highest dose activity change, negative = inhibition, actives largely listed as inhibitors; note: % is set by controls: 0 for no effect and ±100 for the full control effect; nearly all actives have a fitted effect of over 60% in size
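Multiplexed with ATP-based cell death, this channel scores GFP aggregates in PC12 cells expressing inducible HTTex1-Q103-GFP. Induction used 100 nM tebufenozide; compounds were tested in concentration series.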
GAA glycogen mod = inhibitors or activators of human alpha-glucosidase glycogen cleavage | P10253 | recombinant GAA, glycogen substrate, Amplex Red glucose oxidase fluorescence | Potency, µM (doses to about 76.4 µM), for inactives: top-dose activity change, negative = inhibition, usual class: inhibitors | 0.38% of 300,000 active | AID 2100;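 note: 0% = full enzyme reaction and -100% = no-enzyme basal signal; the screen sought inhibitors and activators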
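Recombinant human enzyme (4 nM); glycogen substrate; 37 C, 40 min, pH 5.0. Readout: coupled glucose oxidase/Amplex Red fluorescence.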
The depositor's hits bear a star; ? = inconclusive; · = not tested or not shown; [ ] = dose if it differs, or a comment. Calls come from the whole dose curve; as a rule, active = well fitted curve in the direction sought with a large enough effect; inconclusive = small, poorly fitted or top-dose-only effect, or another doubt; inactive = no such curve, though single readings can be large; an effect the other way counts as inactive or inconclusive. Potency is the fitted concentration of half-maximal effect.

no.	SMILES	HTT cytoprotect	aGlu spleen mod
1	CCN1C[C@@]2(COC)CCC(OC)[C@]34C5C[C@]6(O)[C@@H](OC)C[C@](OC(C)=O)(C([C@H](OC)C23)[C@H]14)C5[C@H]6OC(=O)c1ccc(OC)cc1 (some centres undefined)	·	0%
2	CN(CC(=O)O)C(=O)[C@H](Cc1ccccc1)NC(=O)[C@@H](CCCN=C(N)N)NC(=O)[C@@H](N)Cc1ccc(O)cc1	·	1%
3	CCC(=O)CCCCC[C@@H]1NC(=O)[C@H]2CCCCN2C(=O)[C@H]([C@@H](C)CC)NC(=O)[C@H](Cc2cn(OC)c3ccccc23)NC1=O	·	0%
4	CC(=O)CC(c1ccccc1)c1c(O)c2cccc(O)c2oc1=O (centres undefined)	·	-3%
5	C[C@@H]1CO1	·	-4%
6	c1cc[n+]2c(c1)-c1cccc[n+]1CC2	·	1%
7	CC[C@H](C)[C@H](NC(=O)[C@@H](N)Cc1ccc(O)cc1)C(=O)NCC(=O)N[C@@H](CO)C(=O)N[C@@H](CCCN=C(N)N)C(N)=O	·	6%
8	CN1CCc2cc3c(c4c2[C@H]1Cc1ccccc1-4)OCO3	·	3%
9	c1nc[n]([Sn]([CH]2CCCCC2)([CH]2CCCCC2)[CH]2CCCCC2)n1	·	4%
10	CCC/C=C/C=C/C(=O)OC1/C(=C/C(=O)OC)CC2CC(C(C)O)OC(=O)CC(O)CC3CC(OC(C)=O)C(C)(C)C(O)(CC4C/C(=C/C(=O)OC)CC(/C=C\C(C)(C)C1(O)O2)O4)O3 (centres undefined)	1%	·
11	Cn1sc(Cl)cc1=O	8%	·
12	CNC(C)[C@@H](O)c1ccc(O)cc1 (some centres undefined)	3%	·
13	CC(C)NCC(O)c1ccccc1Cl (centres undefined)	15%	·
14	COc1ccc(C(=O)c2c(C)n(CCN3CCOCC3)c3ccccc23)cc1	-24%	·
15	c1csc(C2(N3CCCCC3)CCCCC2)c1	-7%	·

no.	HttQ103 aggreg	GAA glycogen mod
1	·	·
2	·	·
3	·	·
4	·	·
5	·	·
6	·	·
7	·	·
8	·	·
9	·	·
10	3%	·
11	26%	·
12	10%	·
13	18%	·
14	-6%	·
15	9%	·

Continuation.
no.	SMILES	HTT cytoprotect	aGlu spleen mod
16	FC(F)OC(F)(F)C(F)Cl (centres undefined)	-12%	·
17	CO[C@@H](COC(N)=O)C1=C(N2CC2)C(=O)C(C)=C(N2CC2)C1=O	-98%[inhibitor]	·
18	COC([CH2][Hg])CNC(=O)c1ccccc1OCC(=O)O (centres undefined)	19%	·
19	C#C[C@]1(O)CC[C@H]2[C@@H]3CCC4=CC(=O)CCC4=C3C=C[C@@]21CC	-32%	·
20	OC[C@@H](O)[C@H]1O[C@@H]2OC(C(Cl)(Cl)Cl)O[C@H]2[C@H]1O (some centres undefined)	26%	·
21	CCC(C)(S(=O)(=O)CC)S(=O)(=O)CC	21%	·
22	CN1CCCC(=C(c2cccs2)c2cccs2)C1	32%	·
23	CCCC(C)(COC(N)=O)COC(=O)NC1CC1 (centres undefined)	?	·
24	NC1=NC(=O)N2CC12 (centres undefined)	3%	·
25	Cc1cc2nc3c(=O)[nH]c(=O)nc-3n(C[C@H](O)[C@H](O)[C@H](O)COP(=O)(O)OP(=O)(O)OC[C@H]3O[C@@H](n4cnc5c(N)ncnc54)[C@H](O)[C@@H]3O)c2cc1C	-6%	·
26	C/C(=C\c1csc(C)n1)[C@@H]1C[C@@H]2O[C@]2(C)CCC[C@H](C)[C@H](O)[C@@H](C)C(=O)C(C)(C)[C@@H](O)CC(=O)O1	-53%[inhibitor]	·
27	CC(O)CN(CCN(CC(C)O)CC(C)O)CC(C)O (centres undefined)	-15%	·
28	COC(=O)[C@@H]1[C@@H](O)[C@@]2(O)c3c(OC)cc(OC)cc3O[C@@]2(c2ccc(OC)cc2)[C@H]1c1ccccc1	-100%[inhibitor][10 µM]	-3%[17.4 µM]
29	CCC1CN2CCC1CC2C(Oc1cc2ccccc2c2ccccc12)c1ccnc2ccc(O)cc12 (centres undefined)	-14%[10 µM]	-11%[17.4 µM]
30	COC(=O)NC/C=C\c1nc(CC/C=C\C(=O)O[C@H]2C[C@H]3CC(=O)O[C@@H](/C=C\CC(C)C)C[C@@H]4CC[C@H](C)[C@H](C[C@@H](OC)C[C@H](C2)O3)O4)co1	-41%[inhibitor][10 µM]	-4%[17.4 µM]
31	O=[N+]([O-])NC1=NCCN1Cc1ccc(Cl)nc1	·	-7%

no.	HttQ103 aggreg	GAA glycogen mod
16	10%	·
17	5µM*	·
18	8%	·
19	-5%	·
20	0%	·
21	-5%	·
22	13%	·
23	17%	·
24	10%	·
25	?	·
26	-14%	·
27	-12%	·
28	·	·
29	·	·
30	·	·
31	·	-4%[76.3 µM]

Not all compounds are listed; the hit share may differ from the screen's.
